MPTP inh – inhibitors of mitochondrial permeability transition pore; 1.4% of 360,000 active; inhibition, % at 10 µM; AID 602449; isolated mouse mitochondria, Ca2+ swelling absorbance, 30 min;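 active means inhibition of 50% or more, scaled per plate between neutral and stimulator controls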;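 further: 0% = DMSO wells given calcium and 100% = 1 mM EGTA wells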
CXCR6 block – blocks human CXCR6 beta-arrestin recruitment; CHO-K1 PathHunter CXCR6 beta-arrestin, luminescence; AID 602244; 0.36% of 360,000 active; O00574; inhibition, % at 20 µM; in the data active means inhibition above about 34%, passing the limit was not always enough;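 further: antagonist mode with CXCL16 agonist at 10 nM final; 0% = 10 nM CXCL16 with DMSO and 100% = unstimulated wells without agonist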
Target sequence (O00574 whole entry, looked up): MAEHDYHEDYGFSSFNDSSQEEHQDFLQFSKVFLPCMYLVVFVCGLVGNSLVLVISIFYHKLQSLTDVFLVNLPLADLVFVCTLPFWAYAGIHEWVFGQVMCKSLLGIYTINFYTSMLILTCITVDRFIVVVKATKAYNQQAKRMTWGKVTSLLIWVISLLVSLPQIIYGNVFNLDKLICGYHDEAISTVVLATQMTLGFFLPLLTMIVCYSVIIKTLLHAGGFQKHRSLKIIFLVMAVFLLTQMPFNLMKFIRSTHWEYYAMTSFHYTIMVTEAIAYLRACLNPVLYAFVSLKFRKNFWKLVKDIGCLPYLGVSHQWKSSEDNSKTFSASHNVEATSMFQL
EBI2 block – EBI2 (human) antagonism. P32249. EBI2 beta-arrestin recruitment, luminescence, 7a,25-OHC stimulated. inhibition, % at 5 µM. 0.81% of 360,000 active; in the data active means inhibition above about 38%;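 further: enzyme fragment complementation signal reports receptor beta-arrestin coupling in cells; 0% = agonist plus DMSO wells and 100% = wells without agonist; some results beyond the cut were filed as inactive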
Target sequence (P32249 whole entry, looked up, the tested form may be a part): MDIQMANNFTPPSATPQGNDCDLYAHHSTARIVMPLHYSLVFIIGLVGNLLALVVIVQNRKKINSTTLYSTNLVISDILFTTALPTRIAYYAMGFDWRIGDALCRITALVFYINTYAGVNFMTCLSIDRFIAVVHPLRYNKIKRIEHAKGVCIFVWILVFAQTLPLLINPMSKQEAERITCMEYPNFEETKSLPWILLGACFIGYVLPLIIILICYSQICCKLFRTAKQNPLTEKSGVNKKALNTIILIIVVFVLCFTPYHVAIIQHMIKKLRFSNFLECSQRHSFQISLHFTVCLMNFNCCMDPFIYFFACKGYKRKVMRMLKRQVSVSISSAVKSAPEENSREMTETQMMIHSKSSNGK
* = called active by the depositor. These rows are one share of the data (hit frequency here may not be typical).

SMILES	MPTP inh	CXCR6 block	EBI2 block
Cc1ccc(C)c(C(O)c2ncc(-c3ccc(C(F)(F)F)cc3)[nH]2)c1 (stereo not drawn)	3.0	-7.7	-1.1
COc1ccc(NC(=O)CN2C(=O)NC(C)(Cc3ccc(OC)c(OC)c3)C2=O)cc1 (stereo not drawn)	-1.8	7.6	-4.5
CC1(C(=O)NS(=O)(=O)Cc2cccc(Cl)c2)CCN1C(=O)CC1CCCC1 (stereo not drawn)	0.4	-2.3	6.7
Cc1ccc(S(=O)(=O)N2C[C@H]3[C@H]4C(=O)N(C5CCCCC5)C(=O)[C@H]4CC(=O)[C@H]3[C@@H]2c2ccccc2Cl)cc1	0.5	-3.0	10.3
Oc1ccccc1C=NNC(=S)NC1CC2C=CC1C2 (stereo not drawn)	27.0	23.1	29.8
CCOC(=O)C1(C)CCCN(C(=O)c2ccc(F)cc2Cl)C1 (stereo not drawn)	0.6	-5.5	-3.6
CC1(C(=O)NS(=O)(=O)c2ccc(Cl)cc2)CCN1C(=O)CC1CC1 (stereo not drawn)	-0.8	-7.3	-4.1
CCCCN1C(=O)C(CC(=O)NCc2cccc3ccccc23)CC(C(=O)N2CCCCCC2)=C1C (stereo not drawn)	-0.4	7.4	6.5
Cc1ccc(CNc2ncnc3ccc(-c4ccc(CO)o4)cc23)o1	0.4	-3.2	3.9
OC(c1ccccc1)c1nc(-c2cccs2)cs1 (stereo not drawn)	1.6	-0.4	4.0
Cc1cn(C2CC(O)C(O)C(CO)O2)c(=O)[nH]c1=O (stereo not drawn)	0.0	2.1	-4.3
Cc1cccc(C)c1N1C(=O)CC(Sc2ccccc2N)C1=O (stereo not drawn)	-2.3	-4.3	4.4
Cc1cccc(C(O)c2ncc(-c3ccc4ccccc4c3)[nH]2)c1C (stereo not drawn)	4.9	-0.4	18.0
CC1(CSc2ccccc2)CC(=O)N1 (stereo not drawn)	-0.7	4.8	-5.2
CSc1nc(=O)n(CCC#N)nc1SC	-0.2	16.6	-5.6
CC(=O)Nc1cc(-c2ccccc2N(C)C)cn2c(-c3cccc(C(F)(F)F)c3)cnc12	-1.1	9.4	3.2
COc1cc2c(NCCCCCO)ncnc2c(OC)c1OC	0.1	-5.6	-8.0
COc1cc2c(cc1OC)C(c1ccccc1)N(Cc1ccc(S(=O)(=O)NC(=O)c3ccco3)cc1)CC2 (stereo not drawn)	-0.1	5.0	-3.2
COCCCn1c(C(=O)NC2CCCCC2)cc2c(=O)n3cccc(C)c3nc21	3.0	-2.1	1.8
COc1cc(CNC[C@H]2O[C@@H](n3ccc(N)nc3=O)[C@H](O)[C@@H]2O)ccc1OCc1cccc(Cl)c1	-1.8	3.7	6.0
O=C1NC(Cc2ccc(O)cc2)c2nc3cc(F)c(F)cc3c(=O)n2-c2cc3ccccc3cc21 (stereo not drawn)	0.3	-8.8	5.9
Cc1ccc(NC(=O)C2(C)CCN2Cc2csc3ccccc23)cc1 (stereo not drawn)	0.6	-0.5	10.5
COc1ccc(NC(=O)COC(=O)C2COc3ccccc3O2)cc1OC (stereo not drawn)	0.5	-0.3	-8.1
CC(=O)Nc1cccc(-c2ccnc3c2CC(C)(C(=O)Nc2cccnc2)O3)c1 (stereo not drawn)	0.1	-5.5	4.4
C[C@H]1CCCCO[C@H](CN(C)C(=O)C2CCCCC2)[C@@H](C)CN([C@@H](C)CO)C(=O)c2cc(NC(=O)NC3CCCCC3)ccc2O1	0.1	0.9	1.0
The list goes on.
SMILES	MPTP inh	CXCR6 block	EBI2 block
CC[C@@H](NC(=O)[C@H](Cc1ccccc1)NC(=O)CC[C@H]1O[C@@H](n2ccc(=O)[nH]c2=O)[C@H](O)[C@@H]1O)c1ccccc1	-1.4	-8.2	5.5
CC(=O)Nc1ccc(-c2ccnc3c2CC(C(=O)NCc2cccc(Cl)c2)O3)cc1 (stereo not drawn)	0.2	-0.8	-6.1
CCC/C=C/c1ccc(CN2C(CC(C)C)C(=O)N(Cc3cn(CC4CCCCC4)nn3)CCS2(=O)=O)cc1 (stereo not drawn)	0.2	1.0	11.5
Cc1ccc(-c2csc(C(O)c3cccc(Cl)c3)n2)cc1C (stereo not drawn)	2.6	-4.7	7.6
CC(C)CC(N)c1csc(NC(=O)Nc2ccccc2C(C)C)n1 (stereo not drawn)	2.3	-8.9	6.3
CC1Cc2[nH]c(=S)[nH]c(=O)c2C(c2ccc(F)cc2)O1 (stereo not drawn)	0.8	0.4	0.1
CC(C)N(c1ccccc1)c1ccc(NC(=O)[C@@H]2O[C@H](CO)[C@@H](O)[C@H]2O)cc1	1.0	1.4	1.2
N#Cc1ccccc1OCC(=O)NC1CCCCCC1	0.7	-3.5	2.3
O=S(=O)(Nc1cccc(F)c1)c1ccc(S(=O)(=O)N2CCOCC2)cc1	0.7	-3.7	-22.4
Cc1c(Br)cccc1NC(=O)C1(C)CCN1Cc1ccccc1OC(F)F (stereo not drawn)	0.8	-6.7	17.7
CN(Cc1ccccc1)C(=O)C1(C)CCN1C(=O)Cc1ccc(Cl)cc1Cl (stereo not drawn)	0.7	1.5	-2.5
COc1ccc(Cc2c(C3CCCCC3)nc3c(Cl)cc(C(F)(F)F)cn23)c(C)c1	2.5	3.2	9.7
Nc1[nH]c(C(=O)c2ccccc2)c(-c2ccncc2)c1C(=O)NCc1ccc(Cl)cc1	-1.4	-2.9	11.8
Cc1ccc([C@H]2C[C@H](O)[C@@H](n3cc(-c4ccc(F)cc4)nn3)CN2Cc2cccs2)cc1	2.0	2.6	6.1
Cc1ccc2nc(-c3ccccn3)c(N)n2c1	0.4	-6.9	-11.7
CCc1nc2ccc(C(=O)Nc3ccc(OC)c(OC)c3)cn2c1N(C)Cc1cccs1	-1.1	2.2	3.1
Cc1ccc(CNC(=O)OC2CC3CC2[C@H]2CCCCN2C3=O)cc1 (stereo partly drawn)	-0.1	-0.2	2.9
CCN(CC)C(=O)C1=C(C)N(Cc2ccc(C(C)(C)C)cc2)C(=O)C(CC(=O)NC2CCCC2)C1 (stereo not drawn)	-0.4	2.4	-8.4
OC(c1ccc(F)c(F)c1)c1nc(-c2cc(F)cc(F)c2)cs1 (stereo not drawn)	3.8	-8.8	5.5
C(=C\c1ccccc1)/CN1CCN(C(c2nnnn2Cc2ccccc2)C2CC2)CC1 (stereo not drawn)	1.0	-0.5	14.4
CCN(CC(=O)NCc1cccs1)C(=O)/C=C/c1ccc(F)cc1	-0.2	-2.1	7.3
CCOC(=O)[C@]12CCC=C1N(Cc1ccccc1)C(=O)[C@H](CC(=O)NCc1cccc(C(F)(F)F)c1)C2	-2.1	7.1	7.9
CC1(C(=O)Nc2cccc3cccnc23)CCN1Cc1ccccc1OC(F)F (stereo not drawn)	-0.9	-1.8	17.5
N#Cc1ccccc1OCC(=O)N1CC(=O)Nc2ccccc21	-2.4	-0.7	-4.6
CCc1nc2ccc(C(=O)NCc3ccc(OC)cc3)cn2c1N(C)CCC(C)C	-2.6	15.4	19.9

Three compounds from above, ordered by molecular weight, descending.
SMILES	MPTP inh	CXCR6 block	EBI2 block
CCC/C=C/c1ccc(CN2C(CC(C)C)C(=O)N(Cc3cn(CC4CCCCC4)nn3)CCS2(=O)=O)cc1 (stereo not drawn)	0.2	1.0	11.5
C(=C\c1ccccc1)/CN1CCN(C(c2nnnn2Cc2ccccc2)C2CC2)CC1 (stereo not drawn)	1.0	-0.5	14.4
CC1Cc2[nH]c(=S)[nH]c(=O)c2C(c2ccc(F)cc2)O1 (stereo not drawn)	0.8	0.4	0.1

Going on with the list:
SMILES	MPTP inh	CXCR6 block	EBI2 block
COc1cccc(S(=O)(=O)Nc2ccc3c(c2)[C@H]2C[C@H](CC(=O)N[C@@H](C)c4ccccc4)O[C@H](CO)[C@H]2O3)c1	-1.3	6.8	3.6
Cc1ccccc1-c1cc2nc(NCc3ccncc3)n(C)c(=O)c2s1	-0.2	14.7	24.9
CC1C(c2ccccc2)OCCN1C(=S)Nc1ccc(S(=O)(=O)N2CCCCC2)cc1 (stereo not drawn)	3.0	2.6	-0.2
COc1ccc(S(=O)(=O)N2CCOC2CNC(=O)C(=O)NCc2ccccn2)cc1OC (stereo not drawn)	0.0	-7.5	0.0
O=c1c2ccccc2nc2n1CCc1ccc(Br)cc1-2	1.4	7.8	4.4
COC(=O)c1ccc2nc(-c3ccc(C)cc3)c(Cc3ccccc3OC)n2c1	-1.9	-13.2	5.0
COc1cc(C(C)n2nnc3ccccc32)ccc1O (stereo not drawn)	-0.9	-3.4	-7.0
COCCNc1nc(Nc2ccccc2Cl)c2sccc2n1	1.1	-4.9	0.3
CCCCNC(=O)c1nc(C2CCN(S(=O)(=O)c3cccc(C(F)(F)F)c3)CC2)oc1-c1ccccc1	-0.2	1.0	4.3
COC(=O)[C@@]1(Cc2ccc(F)cc2)[C@H]2c3cc(C(=O)N4CCCC4)n(Cc4ccc(C)o4)c3C[C@H]2CN1C(=O)c1ccccc1	-0.6	10.6	27.8
COc1ccc([C@H]2C[C@H](n3cc(COC(=O)c4ccccc4)nn3)[C@@H](O)CN2C(=O)c2cccs2)cc1	-0.2	5.4	-2.9
Cc1ccc(NS(=O)(=O)c2ccc(C)c(NC(=O)c3ccc(S(=O)(=O)N4CCCCCC4)cc3)c2)c(C)c1	1.2	2.5	10.7
C[C@H](NC(=O)[C@@H]1CCCN1C(=O)[C@@H]1CCCN1C(=O)c1cccc(Cl)c1)c1ccccc1	-0.8	-1.0	-9.0
CN(Cc1ccccc1)c1cc2c(c3c1ccn3C)C1CCC2O1 (stereo not drawn)	0.7	-4.6	-17.9
CCOC1=C2[C@@H](CN(S(=O)(=O)c3ccc(C)cc3)[C@H]2c2ccc(Cl)cc2)[C@H]2C(=O)N(c3ccccc3)C(=O)[C@H]2C1	1.5	-5.8	20.4
CC(C)Oc1ccc(F)cc1-c1cc(C(=O)Nc2ccc(C(C)(C)C)cc2)[nH]n1	2.3	0.3	21.1
COc1ccc(CN2C[C@@H](CO)O[C@@H](n3cnc4c(NCc5ccco5)ncnc43)C2)cc1	-0.8	-1.3	-3.0
CC1(C)OC(=O)C2=C(C[C@@H](CCc3ccccc3)O[C@@H]2c2ccc(Cl)cc2)O1	0.8	5.8	7.2
C(=C\c1ccccc1)/CN1CCN(C(c2nnnn2-c2ccc3c(c2)OCCO3)C2CC2)CC1 (stereo not drawn)	1.1	3.9	11.4
O=[N+]([O-])c1ccc(NN=C2CC3CCC2C3)c([N+](=O)[O-])c1 (stereo not drawn)	6.2	-4.0	-20.9
O=C(NCc1ccncc1)[C@@H]1CCCN1C(=O)[C@@H]1CCCN1C(=O)c1ccccc1	0.2	-3.1	-6.5
C[C@@H]1CN([C@@H](C)CO)C(=O)CCCn2nncc2CO[C@H]1CN(C)C(=O)Nc1ccc(-c2cccs2)cc1	-4.2	-4.5	-5.0
CCCCNC(=O)c1ccc2nc(CC)c(N(C)Cc3ccc(OC)cc3)n2c1	0.9	-0.3	10.1
CC(C)C[C@@H](CN1CCC[C@H]1CN1C(=O)C(=O)NC[C@@H]1Cc1ccc(O)cc1)N1C[C@H](Cc2ccc(O)cc2)N(CC2CCCCC2)C(=O)C1=O	-2.1	-5.1	-11.0
OC1CCC(Nc2ccn3nc(-c4cccc(OCc5ccccc5)c4)cc3n2)CC1 (stereo not drawn)	2.1	-2.3	37.3
Remaining list, next part.
SMILES	MPTP inh	CXCR6 block	EBI2 block
CCC/C=C/c1ccc(CN2C(C(C)C)C(=O)N(Cc3cn(CCC4OCCO4)nn3)CCS2(=O)=O)cc1 (stereo not drawn)	-2.4	-2.3	1.7
COc1ccc(C=Cc2ccc3ccccc3n2)c(OC)c1	0.8	-1.8	12.2
Cc1ccc(CNC(=O)/C=C/[C@H]2O[C@@H](n3cc(C)c(=O)[nH]c3=O)C[C@@H]2O)o1	-1.6	0.1	0.1
O=C(COC(=O)c1c[nH]c2ccccc12)NCc1ccccc1	0.1	2.3	-14.1
CC(=O)Nc1ccc(CN(C)c2c(C)nc3ccc(C(=O)NC4CCN(Cc5ccccc5)CC4)cn23)cc1	-1.7	0.1	-3.3
COc1cc(OC)nc(Nc2nc(C(N)c3ccccc3Cl)cs2)n1 (stereo not drawn)	0.9	-6.4	0.6
CCOC=C1SC(=S)N(c2ccccc2OC)C1=O	-0.6	-0.6	10.6
NC(=O)C(CCc1nc2ccccc2[nH]1)NS(=O)(=O)c1ccccc1 (stereo not drawn)	0.4	5.0	-3.3
C[C@@H]1CN([C@@H](C)CO)C(=O)CCCn2nncc2CO[C@H]1CN(C)S(=O)(=O)c1cccc(F)c1	-0.1	-5.3	4.7
CCNC(=O)C1(C)CCN(C(=O)c2c(-c3ccccc3)noc2C)C1 (stereo not drawn)	-0.1	2.7	-1.1
O=c1n(Cc2ccccc2)c(O)c2n1Cc1ccccc1N=C2c1ccc(C(F)(F)F)cc1	3.8	0.6	2.9
Cc1ccc(NC(=O)C2(C)CCN2Cc2cccc3c2OCO3)cc1O (stereo not drawn)	-0.1	-4.3	2.8
CCCCn1nnnc1C(c1ccc(OC)cc1)N1CCN(C/C=C/c2ccccc2)CC1 (stereo not drawn)	-1.8	18.9	58.2*
CCCCN1C[C@H](Cc2ccccc2)[C@@H](CC(=O)NC)C1=O	2.2	3.5	-3.1
COc1ccc(/C=C(/NC(=O)c2ccc(Br)o2)C(=O)Nc2cccc(C(=O)O)c2)cc1	0.5	3.7	-0.8
CCCCCCN1CCN(C2CN(Cc3cn(CCCCCC)nn3)S(=O)(=O)C2)CC1 (stereo not drawn)	1.1	5.4	-6.2
CC1(C(=O)NS(=O)(=O)c2ccccc2C(F)(F)F)CCN1C(=O)c1cccc(F)c1 (stereo not drawn)	-0.2	4.2	-1.0

Taken from above.
CXCR6 block, Cc1ccc2nc(-c3ccccn3)c(N)n2c1 reads -6.9
EBI2 block, CC1Cc2[nH]c(=S)[nH]c(=O)c2C(c2ccc(F)cc2)O1 (stereo not drawn) reads 0.1
CXCR6 block, COCCNc1nc(Nc2ccccc2Cl)c2sccc2n1 reads -4.9
